Arrestin-AP2 inh – human beta-arrestin and AP2 interaction inhibition. FITC-arrestin peptide / GST-AP2 beads, flow cytometry; AP2 beta2 appendage carries R879A mutation. actives 0.31% (n = 340,000). inhibition, % at 10 µM;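 active = inhibition above a set limit, near 3 SD of compounds lacking own fluorescence, cut at about 54% in these data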;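 note: plate controls were DMSO wells for no effect and 5 µM unlabelled arrestin peptide for full effect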
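Material – GST-tagged AP2 beta2-adaptin appendage (R879A) on 4 µm glutathione beads · Probe or stimulus – fluorescein-tagged arrestin peptide at 50 nM final · Timing – 12 min plus 1 h, RT · Detection – bead flow cytometry, FITC channel · Read-out basis – inhibition as reduced fluorescein signal on beads, percent · Medium – PBS plus Tween 20 (0.05%) and BSA (0.1%)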
MOR-DOR inv ag – inverse agonist of human OPRM1-OPRD1 heterodimerization; P35372+P41143; cell-based MOR-DOR heterodimer luminescence, inverse agonism; inhibition, % at 9.3 µM; actives 0.21% (n = 340,000); AID 504357; in the data active = inhibition above about 22%, passing the limit was not always enough;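 note: 0% = cells with DMSO and 100% = wells without cells with DMSO; values of inactives mirror those of a sister screen read the other way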
HTR5A inv ag – counter-screen for OPRM1-OPRD1 inverse agonists: human HTR5A inverse agonism; P47898; HTR5A cell line, luminescence; inhibition, % at 9.3 µM; actives 0.083% (n = 340,000); AID 504634; in the data active = inhibition mostly above about 23%, no sharp cut-off; inactive = mostly below about 18%;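 note: 0% = cells with DMSO and 100% = no-cell wells with DMSO; some compounds called inactive have numbers as strong as hits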
Target sequence (P47898 whole entry, looked up): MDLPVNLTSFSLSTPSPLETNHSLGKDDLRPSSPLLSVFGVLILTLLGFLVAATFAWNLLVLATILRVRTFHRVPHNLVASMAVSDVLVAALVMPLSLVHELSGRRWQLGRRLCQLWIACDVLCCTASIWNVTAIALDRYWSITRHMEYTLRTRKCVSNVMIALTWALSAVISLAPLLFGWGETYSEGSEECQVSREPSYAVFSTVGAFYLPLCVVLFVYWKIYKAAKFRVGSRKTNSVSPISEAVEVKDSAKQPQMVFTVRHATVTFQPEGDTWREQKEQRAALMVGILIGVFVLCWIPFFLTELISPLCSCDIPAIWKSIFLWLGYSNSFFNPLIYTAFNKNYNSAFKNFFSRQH
DAGLB inhibitor – diacylglycerol lipase beta (human) inhibition; Q8NCG7; actives 0.059% (n = 340,000); inhibition, % at 5.17 µM; HEK293T DAGLB membrane lysate, EnzChek fluorogenic substrate; in the data active = inhibition above about 34%;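 note: 0% = enzyme with vehicle and 100% = wells lacking enzyme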
Target sequence (Q8NCG7 whole entry, looked up): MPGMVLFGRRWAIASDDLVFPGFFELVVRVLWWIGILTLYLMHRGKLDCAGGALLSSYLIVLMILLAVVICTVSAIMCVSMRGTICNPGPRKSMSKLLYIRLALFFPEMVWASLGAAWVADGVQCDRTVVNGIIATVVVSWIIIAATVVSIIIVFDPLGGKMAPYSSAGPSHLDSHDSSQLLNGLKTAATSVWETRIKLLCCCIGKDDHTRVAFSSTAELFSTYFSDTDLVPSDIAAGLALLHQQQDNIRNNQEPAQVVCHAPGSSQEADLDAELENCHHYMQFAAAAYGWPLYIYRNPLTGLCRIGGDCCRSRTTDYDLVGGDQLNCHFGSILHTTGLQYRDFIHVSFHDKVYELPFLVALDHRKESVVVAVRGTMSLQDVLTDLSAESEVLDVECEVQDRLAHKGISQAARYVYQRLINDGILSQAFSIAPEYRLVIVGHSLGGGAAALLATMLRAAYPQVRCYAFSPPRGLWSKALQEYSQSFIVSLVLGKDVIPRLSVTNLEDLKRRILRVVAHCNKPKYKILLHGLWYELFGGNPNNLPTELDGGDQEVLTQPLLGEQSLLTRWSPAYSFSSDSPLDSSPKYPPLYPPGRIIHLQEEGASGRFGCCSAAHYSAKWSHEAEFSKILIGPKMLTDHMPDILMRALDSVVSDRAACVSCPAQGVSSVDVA
DSG3 Ab inh – blocks pemphigus antibody binding to human desmoglein-3 | P32926 | DSG3-coupled beads, scFv-anti-DSG3-GFP binding, flow cytometry; stronger effect = lower value | binding (percent of control), % at 10 µM | actives 0.48% (n = 310,000);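 active = binding more than 3 SD below its plate's average and above zero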;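 note: hits lower antibody fragment binding to DSG3; some compounds called inactive have numbers as strong as hits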
PKA-R2B activ – PKA-R2B complex activation | actives 0.079% (n = 340,000) | activation, % at 11.4 µM | AID 504700 | PKA-R2B holoenzyme dissociation, Cy5-IP20 fluorescence polarization; R2B truncated from residue 108, S112A mutant; 0% DMSO only, 100% 113 µM cGMP;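 active = activation above a cutoff set at the mean over all compounds plus 3 SD, cut at about 18% in these data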;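 note: higher means more holoenzyme dissociation and a rise in polarization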
HTR5A ag – HTR5A agonism, opioid heterodimer counter-screen | P47898 | activation, % at 9.3 µM | actives 0.61% (n = 340,000) | HTR5A agonist assay, luminescence, cell-based; in the data active = activation mostly above about 9.5%, no sharp cut-off; inactive = mostly below about 7.6%;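 note: 0% = cells with vehicle only and 100% = reference agonist; strong numbers were not always called active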
MOR-DOR ag – OPRM1-OPRD1 heterodimerization agonism | P35372+P41143 | cells, luminescence | activation, % at 9.3 µM | actives 0.3% (n = 340,000) | AID 504326; in the data active = activation above about 18%;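 note: 0% = vehicle-treated cells and 100% = reference agonist; values of inactives mirror those of a sister screen read the other way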
V-ATPase pH – regulators of yeast V-ATPase proton transport; AID 504577; response, % at 10 µM; actives 0.37% (n = 350,000); S. cerevisiae, pHLuorin cytosolic pH fluorescence; in the data active = response mostly above about 7.3%, no sharp cut-off; inactive = mostly below about 5.4%; note: actives read high; inactives centre near 0; some compounds called inactive have numbers as strong as hits; reference of the scale not given here
PKA-R1A activ – PKA-R1A complex activation; P00514+P68181; PKA-R1A dissociation, Cy5-IP20 fluorescence polarization; scaled: DMSO 0%, 113 µM cGMP 100%; activation, % at 11.4 µM; actives 0.083% (n = 340,000); AID 504707;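 active = percent activation above the mean of all tested compounds plus 3 SD, cut at about 19% in these data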;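 note: higher means more PKAc released from R1A so a rise in polarization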
An asterisk follows results filed as active; nt = no result given. The order is random; overall some 2.4% were active at least once.

SMILES	Arrestin-AP2 inh	MOR-DOR inv ag	HTR5A inv ag	DAGLB inhibitor	DSG3 Ab inh	PKA-R2B activ	HTR5A ag	MOR-DOR ag	V-ATPase pH	PKA-R1A activ
CCOC(=O)C1(CC2CC2)CCN(Cc2cnc(N(C)C)s2)CC1	-1	-182	-26	1	93	2	-2	35*	3	-11
COC(=O)c1cc(OC)c(OC)cc1NCC(=O)Nc1ccc(OC)c(OC)c1	nt	4	-7	2	nt	-8	-1	-0.7	1	-3
Nc1ncnc2c1ncn2[C@@H]1O[C@H](CNCc2ccccc2OCc2ccc(Cl)cc2Cl)[C@@H](O)[C@H]1O	-6	12	-11	1	101	3	3	-2.5	-1	9
Cc1ccc(C)c(OCCC(=O)OCC(=O)Nc2ccc(N3CCOCC3)cc2)c1	23	-9	11	5	102	0	-5	1.8	1	-10
O=C(Nc1cccc(S(=O)(=O)NC2=NCCC2)c1)C1CC(=O)N(c2ccc3c(c2)OCCO3)C1 (configuration not stated)	11	-8	-6	0	122	-5	2	1.6	-1	-14
CCCCNS(=O)(=O)c1cc(-c2nn(C)c(=O)c3ccccc23)ccc1C	7	10	-21	0	94	4	5	-2.2	-1	-1
COc1cc(C(=O)Nc2nc3ccc(S(C)(=O)=O)cc3s2)cc(OC)c1C	-1	-198	-15	-3	101	-7	6	37*	0	-8
Cc1cc2c(OCC(O)CNC(C)(C)C)cccc2[nH]1 (configuration not stated)	8	14	6	0	102	14	1	-3.3	1	5
CCN(CC)c1ccc(S(=O)(=O)N2CCOCC2)cc1NC(=O)COC(=O)COc1ccccc1C	32	2	-8	-2	nt	0	3	-0.5	-2	-3
CCOc1ccc(N2CC(C(=O)NCc3cccc(C)c3)CC2=O)cc1 (configuration not stated)	13	8	-9	-1	nt	-11	4	-1.9	0	-14
Cc1ccc(C(=O)CNc2ccc(C)cc2C)cc1	27	26*	-6	-2	113	-19	3	-4.7	-1	-11
CCCCCN1C(C)=CC(=C(C#N)C#N)C=C1C	-6	4	13	0	107	-11	1	-0.7	0	-15
CSc1ccc(/C=C(\NC(=O)c2ccco2)C(=O)N2CCCCC2)cc1	13	5	8	-1	109	-14	-2	-1.6	0	9
O=C(CSc1nnc(CNC(=O)c2cccs2)o1)Nc1ccc(Br)cc1	-3	16	-10	1	110	2	3	-3.2	0	-5
C=CCn1cc(C(=O)OC)c(=O)c2cc(S(=O)(=O)N(CC)CC)ccc21	-4	12	-35	-1	98	-8	14	-2.1	2	-17
Cc1csc(/C(=N/OC(=O)c2ccco2)C(N)=O)n1	-20	4	4	2	96	-2	4	-0.8	0	-4
c1ccc(-c2nn3c(-c4ccccc4)nnc3s2)cc1	3	-1	-18	-1	101	-8	-5	0.2	-3	-5
CCOC(=O)c1cnc(-c2cccc(OC)c2)[nH]c1=O	5	-2	-2	2	104	4	1	0.4	-4	-6
COc1cccc2cc(/C(C)=N/NC(=O)c3ccco3)oc12	3	9	1	-2	103	1	0	-1.8	-1	-11
O=C(NC1CC1)C1CCN(S(=O)(=O)c2ccc(Cl)c([N+](=O)[O-])c2)CC1	1	-5	-28	3	111	2	10	1.2	1	0
COc1cccc(COC(=O)c2cc(S(=O)(=O)N3CCOCC3)ccc2Cl)c1OC	1	-1	-28	-4	107	2	8	0.2	0	-6
CSc1ccccc1NC(=O)CN(c1cc(C)cc(C)c1)S(C)(=O)=O	8	5	8	0	nt	-8	5	-0.8	-3	-3
COc1ccc(C(=O)c2ccc(Br)cc2)c(OC)c1OC	-1	-48	-3	-4	96	3	1	9.7	1	1
Cc1ccc(S(=O)(=O)Nc2c(NC3CCCCC3)c3ccccc3oc2=O)cc1	35	-1	4	6	96	3	13*	0.3	-7	7
O=C(COC(=O)Cc1ccc(Br)cc1)NCc1ccccc1	nt	nt	nt	1	100	9	nt	nt	nt	-4
COc1cc(/C=N/O)ccc1OCc1ccc([N+](=O)[O-])cc1	nt	-7	-1	-5	96	1	0	1.3	0	-5
CCCCc1c(C)nc2ccc(OC)cc2c1SCCC(=O)O	0	-10	-3	4	97	-4	1	2.0	-1	-3
Oc1cc(O)cc(/C=C/c2ccc(O)c(O)c2)c1	10	-7	0	3	124	-3	-4	1.2	5	1
COC(=O)C1=C(C)N(Cc2cccnc2)C(=O)/C1=C\c1sccc1C	-9	15	-3	8	107	-20	0	-2.7	5	-8
COc1ccc(CCNC(=O)c2ccc(S(=O)(=O)N3CCCCC3)cc2)cc1	-12	8	16	-2	100	2	4	-2.1	4	-6
Cc1cc(OCC(=O)OCC(=O)NCc2cccs2)ccc1Cl	11	-6	-3	-3	92	-9	1	1.1	-2	0
O=C(/C=C/c1cccc([N+](=O)[O-])c1)N1CCN(S(=O)(=O)c2cccs2)CC1	9	6	0	-1	102	6	1	-1.3	2	4
COc1ccc(/C=N/NC(=O)c2cccnc2)cc1CN1CCN(c2ccc(F)cc2)CC1	15	7	4	0	123	-8	-2	-1.5	-1	-3
Cc1cc(C)c2c3c(c(-c4ccccc4)n2n1)c(=O)n(C)c(=O)n3C	-1	-3	-14	0	92	3	2	0.5	0	4
COc1cccc(NC(=O)CCNC(=O)c2ccccc2Cl)c1	-14	9	-1	-1	101	-5	0	-1.7	-2	-16
O=[N+]([O-])c1ccccc1OC/C(=N\O)c1ccccc1	15	5	-10	-2	100	2	3	-1.1	4	-7
COc1ccc(OC)c(/C=C/C(=O)OCC(=O)N2CCCC2)c1	8	-1	3	2	nt	10	-1	0.2	-1	-5
O=C(NCCN1CCN(c2ccccc2)CC1)c1cccn2c(=O)c3cc(Cl)ccc3nc12	23	7	12	-1	97	-6	4	-1.4	-4	-12
Cc1ccc(/C=N/Nc2ccc(Cl)nn2)cc1	-4	13	-4	3	93	-3	2	-2.6	-5	-7
COC(=O)c1c(-c2ccccc2OC)sc2ccccc12	-4	-2	-3	-6	102	6	-2	0.3	-4	6
CCOC(=O)c1nc(Nc2ccc(N3CCC(C)CC3)cc2)c2ccccc2n1	10	8	-21	7	95	-3	8	-1.6	-1	-2
CC1CN(C(=O)c2ccc3c(c2)OCO3)CC(C)O1 (configuration not stated)	12	6	-34	-1	106	11	-5	-1.1	-4	1
CC1CCCCC12NC(=O)N(CC(=O)Nc1ccc3c(c1)OCCCO3)C2=O (configuration not stated)	11	6	7	0	100	6	-3	-1.4	-3	-12
COc1ccc(Nc2cc(=O)oc3ccccc23)cc1	3	13	8	2	98	-5	3	-2.2	1	-2
Cc1ccc(NC(=O)COC(=O)COc2ccc(Cl)cc2C)c([N+](=O)[O-])c1	7	-20	11	-26	101	-10	-3	3.5	1	-5
Cc1ccc(C)c(S(=O)(=O)N2CCCC2CNC(=O)C(=O)NC2CCCC2)c1 (configuration not stated)	17	8	7	1	100	12	-1	-1.4	1	1
O=C(CSc1ccc(Cl)cc1)Nc1ccccc1N1CCN(C(=O)c2ccccc2)CC1	8	18	14	1	114	-1	-6	-3.6	5	0
COc1ccc(-c2nc(N)nc(C(F)(F)F)c2-c2csc(C)n2)c(O)c1	38	8	-7	1	97	-4	2	-1.6	-2	-2
Cc1ccc2c(cnn2C(=O)CCC(=O)N2CCCCC2C)c1 (configuration not stated)	-5	0	-1	-3	103	-1	3	0.0	11	7
O=C(NCc1cccnc1)c1noc2c1CCCCC2	9	8	1	-1	101	3	-3	-1.5	-3	1
COc1ccc(Cl)cc1NC(=O)CN(c1ccccc1)S(=O)(=O)N(C)C	-7	0	-4	-4	104	0	2	0.1	-2	-5
O=[N+]([O-])c1cc(/C=N/NC(=S)Nc2ccccc2Cl)ccc1Cl	-13	-30	13	-7	nt	7	1	6.5	5	-9
O=C(CSc1ccccn1)Nc1nc2ccc(Br)cc2s1	-4	-13	-11	-11	93	-8	4	2.5	0	-1
O=C(c1ccccc1NS(=O)(=O)c1ccccc1)N1CCCCCC1	-5	0	-7	-2	110	-6	-4	-0.1	2	-7
CC(CCn1cccn1)NC(=O)CCc1nnc(CCc2ccccc2)o1 (configuration not stated)	29	3	12	0	106	2	5	-0.4	-1	-9
CSc1ncc(C(=O)Nc2ccccc2Cl)c(C)n1	-6	14	-13	-2	99	-3	3	-2.9	-1	-10
CCN(CC)c1nc2c(s1)C(=O)CC(C)(C)C2	-2	2	-4	0	106	1	-2	-0.4	3	-8
CC(=O)c1ccccc1NS(=O)(=O)c1ccc2c(c1)CC(=O)N2	5	2	-11	6	99	0	3	-0.3	0	-5
Nc1c(C(=O)c2ccc(Cl)cc2)sc2c1c(=O)[nH]c(=O)n2-c1ccccc1	31	7	11	-3	115	-2	-4	-1.4	-5	15
COc1cc(/C=C2\C(=O)NN(c3ccc(C)cc3)C2=O)cc([N+](=O)[O-])c1O	5	15	3	14	103	-8	-2	-3.1	1	-1

(further entries)
SMILES	Arrestin-AP2 inh	MOR-DOR inv ag	HTR5A inv ag	DAGLB inhibitor	DSG3 Ab inh	PKA-R2B activ	HTR5A ag	MOR-DOR ag	V-ATPase pH	PKA-R1A activ
O=C(NCc1ccccc1)/C(NC(=O)c1ccccc1)=C(/Sc1ccccn1)c1ccccc1	20	13	-11	1	99	-10	4	-2.2	4	-1
CC(=O)Nc1nc(-c2ccc3c(c2)OCO3)cs1	1	6	16	-3	96	-6	-5	-1.1	1	-7
C=CCN1C(=O)c2ccc(C(=O)OCC(=O)N3CCN(c4ccccc4)CC3)cc2C1=O	40	-9	-14	2	98	8	0	1.3	2	-8
O=[N+]([O-])c1cnc2ccccc2c1	11	-4	19	-2	100	-4	-8	0.7	-4	-11
CC(C)CCN1CCN(Cc2nc3c(s2)CCCC3)CC1CCO (configuration not stated)	-26	-5	-6	-3	111	1	2	1.0	0	4
O=C(NCCO)/C(=C/c1ccc(Br)cc1)NC(=O)c1cccs1	8	3	-22	3	85	1	-2	-0.6	-4	-8
CCCNC(=O)CN(C)S(=O)(=O)c1ccc(F)cc1	2	15	7	-1	130	-9	0	-2.7	1	3
Cc1cc(Cl)ccc1NC(=S)NCCN1CCOCC1	-1	9	-20	0	nt	-7	5	-1.8	0	8
CCOC(=O)C1CCN(C(=O)c2cccc(N3C(=O)NC4CC3(C)Oc3ccc(C)cc34)c2)CC1 (configuration not stated)	-7	10	-16	3	100	-3	-6	-1.9	6	9
O=c1cc(-c2ccco2)oc2ccccc12	-24	15	-10	0	91	-7	3	-2.9	-4	-3
COc1ccc(NC(=O)CSc2nnc(N)s2)cc1	-2	4	-20	1	104	1	0	-0.7	-1	-11
O=C(COC(=O)c1ccco1)c1ccc(Cl)cc1	19	-18	0	-2	nt	4	0	2.4	-7	-5
CCOc1ccc(C(=S)N2CCOCC2)cc1	4	11	12	-4	129	-12	-1	-2.5	-2	-5
CC1Cc2cc(S(=O)(=O)NCCC(=O)NCc3ccc(F)cc3)ccc2N1C(=O)C1CC1 (configuration not stated)	10	1	6	-1	97	-4	-2	-0.1	-2	-1

From PubChem
